High-throughput results from PubChem.
Lipid storage S3: qHTS Assay for Lipid Storage Modulators in Drosophila S3 Cells; Drosophila S3 cells, BODIPY lipid droplet fluorescence, 18-24 h; cells fed with added oleic acid; lipid storage change, negative = inhibition, % at the top dose, mostly 46.1 µM; hits show Potency in µM; actives 0.64% (n = 320,000); AID 2685, 2010; active means well fitted inhibition curve with a large enough effect in the signal ratio, with a control signal flat, not every such curve was filed as active; inconclusive means small, poorly fitted or top-dose-only effect, or effect the other way, or a change in a side signal; the % refers to the signal ratio
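Drosophila S3 cells got compounds at several concentrations plus oleic acid (400 uM solution). Laser-scanning cytometry with 488 nm excitation read lipid droplets at 500-530 nm and cells at 575-640 nm. Percent activity was relative to 20 uM Triacsin C.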
Lipid storage S3 cell count max: recorded beside Lipid storage S3, whose call it bears; cell number change, %; measured here: cell count max response;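 cells counted by Cell Tracker Red CMTPX staining in the red channel; peak over a dose series mostly up to 46.1 µM; percent activity relative to internal control wells on each plate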
* = called active by the depositor; i = inactive; ? = inconclusive; · = no result given. On the % scale 0 is the no-effect control and ±100 the full control effect; potency means the concentration at half of the fitted maximal effect. This is a subset, so the mix of outcomes need not match the whole.

Lipid storage S3	Lipid storage S3 cell count max	compound
?	·	C=CCNC(=O)c1cc(C(=O)C(C)c2ncc(C(F)(F)F)cc2Cl)c[nH]1 (stereo not given)
?	·	O=C(CSc1ncn[nH]1)Nc1ccc(Cl)c(S(=O)(=O)N2CCOCC2)c1
i	1	COC(=O)c1cccc(NC(=O)CSc2nnc(C3CC3)n2C)c1
-75%	15	CCOc1ccc2[nH]c(=O)c(CN(CC3COCCO3)C(=O)c3ccco3)cc2c1 (stereo not given)
?	·	O=C(Oc1ccccc1)N1CCOCC1
10%	·	Cc1csc(NC(=O)[C@@H](NC(=O)c2ccccc2)C(C)C)n1
i	11	Cc1ccccc1-n1ncc2c(SCC(=O)NC3CCCC3)ncnc21
27%	-4	C(=N\Nc1nc2ccccc2s1)/c1ccco1
?	·	O=C(N/N=C/c1ccc(OC(=O)c2cccc(F)c2)cc1)c1cccnc1
3%	-16	CC(=O)c1ccc(OCCCC(=O)N2CCN(S(=O)(=O)c3cccs3)CC2)cc1
?	·	COCCNC(=O)c1c(N)n(CCC2=CCCCC2)c2nc3ccccc3nc12
15%	6	CCOC(=O)c1oc2cc(C)cc(C)c2c1C
17%	·	CC(=O)c1cc(F)c(N2CCN(c3ccc([N+](=O)[O-])cc3F)CC2)cc1C
3%	6	O=C1c2ccccc2S(=O)(=O)N1Cc1nnc(-c2ccccc2Br)o1
-11%	17	O=C(CCC1CCN(Cc2ccc(Cl)cc2)CC1)NC1CC1
?	·	Cc1c(CC(=O)O)c(=O)oc2cc3occ(-c4ccc(F)cc4)c3cc12
?	·	CS(=O)(=O)N(CC(=O)N1CCOCC1)Cc1ccccc1
-6%	10	CCC(C)NC(=O)c1cn(CC)c2cc(N3CCN(C)CC3)c(F)cc2c1=O (stereo not given)
?	·	COc1ccc(N2CCN(C(=O)c3cc4c(=O)n(Cc5ccccc5)ccc4nc3C)CC2)cc1
i	·	COc1ccc(C(=O)Nc2ccccc2C(=O)Nc2ccncc2)cc1
?	·	O=c1cc(N2CCCCC2)c(-c2ccccc2)nn1Cc1ccccc1
?	·	NC(=O)c1ccc(C23CC4CC(CC(C4)C2)C3)o1
?	·	COc1ccc(/C=C/C(=O)NC(=S)Nc2ccc(S(=O)(=O)Nc3cc(OC)ncn3)cc2)cc1
?	·	O=C(COc1cc(Cl)c(Cl)cc1Cl)N1CCN(c2ccccn2)CC1
i	·	O=C1CC(N2CCN(Cc3ccc4c(c3)OCO4)CC2)C(=O)N1c1ccccc1 (stereo not given)
?	·	Cc1cccc(NC(c2ccc(O)cc2)c2ccc3ccc(C)nc3c2O)n1 (stereo not given)
?	·	Cc1ccccc1Nc1nc(N)nc(COC(=O)[C@@H](NC(=O)c2c(F)cccc2F)C(C)C)n1
?	·	CCCCOC(=O)c1cc(=O)[nH]c(=O)[nH]1
-3%	-7	COc1ccc(NC(=O)CCNS(=O)(=O)c2ccc3c(c2)CCC(=O)N3)cc1
?	·	CC(C)CN1CCNC(=O)C1CC(=O)NCCc1ccc(C(F)(F)F)cc1 (stereo not given)

Structures listed so far containing an aryl thioether with sulfur outside any ring:
Lipid storage S3	Lipid storage S3 cell count max	compound
?	·	O=C(CSc1ncn[nH]1)Nc1ccc(Cl)c(S(=O)(=O)N2CCOCC2)c1
i	1	COC(=O)c1cccc(NC(=O)CSc2nnc(C3CC3)n2C)c1
i	11	Cc1ccccc1-n1ncc2c(SCC(=O)NC3CCCC3)ncnc21

Part of the list above, as a markdown table.
| molecule | Lipid storage S3 | Lipid storage S3 cell count max |
| --- | --- | --- |
| Cc1csc(NC(=O)[C@@H](NC(=O)c2ccccc2)C(C)C)n1 | 10% | · |
| Cc1ccccc1-n1ncc2c(SCC(=O)NC3CCCC3)ncnc21 | i | 11 |
| O=C(CSc1ncn[nH]1)Nc1ccc(Cl)c(S(=O)(=O)N2CCOCC2)c1 | ? | · |
| NC(=O)c1ccc(C23CC4CC(CC(C4)C2)C3)o1 | ? | · |
| CCOC(=O)c1oc2cc(C)cc(C)c2c1C | 15% | 6 |
| O=c1cc(N2CCCCC2)c(-c2ccccc2)nn1Cc1ccccc1 | ? | · |
| COC(=O)c1cccc(NC(=O)CSc2nnc(C3CC3)n2C)c1 | i | 1 |

Entries of single compounds, looked up by structure:
O=C1CC(N2CCN(Cc3ccc4c(c3)OCO4)CC2)C(=O)N1c1ccccc1 (stereo not given) is listed as Lipid storage S3: i; Lipid storage S3 cell count max: ·
CC(=O)c1ccc(OCCCC(=O)N2CCN(S(=O)(=O)c3cccs3)CC2)cc1 is listed as Lipid storage S3: 3%; Lipid storage S3 cell count max: -16

More entries
Lipid storage S3	Lipid storage S3 cell count max	compound
?	·	Cc1csc(SCC(=O)Nc2nc3ccccc3s2)n1
?	·	CC(=O)Nc1ccc(Nc2nc(C)nc3c2oc2ccccc23)cc1
?	·	COC(=O)c1ccc(-c2noc(CN(C)CCC3CCCCO3)n2)cc1 (stereo not given)
7%	0	O=C(Cc1c(O)c2ccccc2[nH]c1=O)N(Cc1ccccc1)Cc1ccccc1
?	·	CC(C)c1ccc(/C=C(\NC(=O)c2ccccc2)C(=O)NCCCN2CCOCC2)cc1
?	·	COc1ccc(CCNC(=O)CSc2nnc(CNC(=O)c3ccccc3F)o2)cc1OC
?	·	COCCN1C(=O)C(=O)/C(=C(/O)c2ccc(S(=O)(=O)N3CCCCC3)cc2)C1c1ccc(OC)cc1 (stereo not given)
?	·	CC(=O)Nc1cccc(NC(=O)CSc2nnc3ccc(-c4ccccn4)nn23)c1
4%	1	Cc1ccc(S(=O)(=O)NCCC(c2ccc(F)cc2)c2ccco2)cc1 (stereo not given)
i	·	C=CCc1cccc2cc(C(=O)NC(C)(C)C)c(=O)oc12
i	20	Cc1c(C(=O)N2CCN(Cc3ccccc3)CC2)oc2c1C(=O)CC(C)(C)C2
?	·	COc1ccc(CCc2nc(-c3ccc(-n4cccc4)cc3)no2)cc1
?	·	CC(C)NC(=O)CSc1nc2ccccc2c(=O)n1CCCOC(C)C
?	·	Cc1cc(NC(=O)CSc2nnnn2-c2ccccc2F)no1
?	·	CC(Sc1ccc(Cl)cc1)C(=O)NCC1CCCO1 (stereo not given)
?	·	CCOC(=O)C1=C(CC)Nc2ccccc2N=C1NC(=O)c1cc(S(=O)(=O)N(C)C)ccc1Cl
?	·	Cc1cc(N2CC(=O)N(CCc3ccccc3)C(=O)C2)n2ncnc2n1
-9%	14	COc1ccc(C(=O)Nc2ccccc2C(=O)NCC2CCCO2)cc1 (stereo not given)
i	·	Cc1cccc(OCCCC(=O)Nc2ccc(N3CCOCC3)cc2)c1
-28%	·	Cc1cc(NC(=O)COC(=O)c2ccc(F)c(S(=O)(=O)N3CCOCC3)c2)no1
?	·	OC(COc1ccccc1)CN1C2=NCCCN2c2ccccc21 (stereo not given)
?	·	CN(C(=O)c1ccc(NC(=O)Cc2ccc(NC(=O)C3CCCN(C(=O)CCc4ccccc4)C3)cc2)cc1)C1CC1 (stereo not given)
-1%	3	CCOC(=O)CN(C)C(=O)CCc1nnc(-c2ccsc2)o1
?	·	O=C(OCCOc1ccccc1)c1cc(S(=O)(=O)N2CCOCC2)ccc1Cl
?	·	CC(C)OC(=O)c1c(NC(=O)c2cnn3c2NC(c2ccccc2)CC3C(F)F)sc2c1CCCC2 (stereo not given)
?	·	CC(C)(C)c1ccc(S(=O)(=O)Nc2ccc(Cc3ccncc3)cc2)cc1
?	·	CCc1ccc(CN(C)C(=O)C2CCC(=O)N(CC3CCCCC3)C2)cc1 (stereo not given)
?	·	CCOC(=O)C1CCN(CCC(=O)Nc2ccccc2Cl)CC1
?	·	COc1ccc(C(=O)OCCCOC(=O)c2ccc(OC)cc2OC)c(OC)c1
?	·	COc1ccccc1-c1c(-c2ccc(OCC(=O)NN)cc2O)n[nH]c1C(F)(F)F

Further results follow.
Lipid storage S3	Lipid storage S3 cell count max	compound
?	·	O=C(NN1CCN(Cc2ccccc2)CC1)c1ccc(N2CCOCC2)c([N+](=O)[O-])c1
?	·	Clc1cc(Br)ccc1OCCOCCN1CCCC1
14%	-25	Cc1ccc(C(=O)N2CC=C(c3ccccc3)CC2)s1
?	·	N#Cc1ccc(C(=O)OCCc2cc3ccccc3c(=O)o2)cc1
21%	-6	O=C(NCc1ccccc1)c1cccc(Br)n1
5%	-8	Cc1ccc(S(=O)(=O)Cc2ccccc2Cl)cc1
3%	12	CCc1cccc(C)c1NC(=S)N(CCN(C)C)C(C)c1ccco1 (stereo not given)
i	6	Cc1cccc(-n2c(CNC(=O)c3ccc(S(=O)(=O)N4CCCCC4)cc3)n[nH]c2=S)c1
0%	12	O=C1CC(Cc2ccc(Cl)cc2)C(=O)N1c1cc(Cl)ccn1 (stereo not given)
?	·	CC(C)c1ccc(N(CC(=O)O)S(=O)(=O)c2cccnc2)cc1
?	·	O=C1CCC(=O)N1CCc1c[nH]c2ccccc12
?	·	O=C(/C=C/c1ccc(Cl)cc1Cl)c1nc2ccccc2[nH]1
0%	-1	CC(C)c1ccc(/C=C/C(=O)NCCCc2ccccc2)cc1
?	·	Cc1ccc(S(=O)(=O)N2CCCOC2CNC(=O)C(=O)NCCc2c[nH]c3ccccc23)cc1 (stereo not given)
?	·	CCOc1ccc(N(CC(=O)NC2CC2)S(=O)(=O)c2ccc(C)cc2)cc1
9%	3	N#CC1(NC(=O)COC(=O)C23CC4CC(CC(O)(C4)C2)C3)CCCCC1
?	·	COc1ccc(CCNC(=O)CSc2nnc3ccc(-c4ccccn4)nn23)cc1OC
?	·	Cc1ccc(-n2nnc3ccccc3c2=O)cc1C
?	·	COC(=O)c1ccc(NC(=O)CN(c2ccc(C)cc2)S(=O)(=O)c2c(C)nn(C)c2C)cc1
?	·	CCOc1cccc(CNCCCSc2ncccn2)c1
-7%	13	CC1CN(c2ccc(NC(=S)Nc3ccc(N4CC(C)OC(C)C4)cc3)cc2)CC(C)O1 (stereo not given)
-16%	-8	COc1ccc2cc(S(=O)(=O)n3cnc(C)c3)ccc2c1
i	·	CC(N=Cc1nc(-c2ccccc2)oc1O)c1ccccc1 (stereo not given)
?	·	CC(C)(C)OC(=O)NC(Cc1ccccc1)C(=O)N1CCC(C(=O)NCC(=O)Nc2ccc(F)cc2)CC1 (stereo not given)
?	·	CC(O)[C@@]1(O)CC[C@H]2[C@@H]3CC[C@H]4C[C@@H](O)CC[C@]4(C)C3=CC[C@@]21C (stereo not given in full)
?	·	CC1/C(=N/O)C(CN(C)C)C2CC1C2(C)C (stereo not given)
-6%	-18	CC(C)OC(=O)/C(=C\c1cccnc1)NC(=O)c1ccccc1
?	·	O=C(NCCCN1CCCCC1)C1CCC(=O)N1CCc1ccccc1 (stereo not given)
12%	-1	C=CCn1c(C2CC(=O)N(c3ccc(C)cc3)C2)nc2ccccc21 (stereo not given)
-8%	-2	O=C(CCc1nnc(Cc2ccc(-c3ccccc3)cc2)o1)NCCc1cccnc1

Additional records follow.
Lipid storage S3	Lipid storage S3 cell count max	compound
i	16	COCC1CCCN(C(=O)c2ccc3oc(Cc4ccc(Cl)cc4)nc3c2)C1 (stereo not given)
?	·	CCCNC(=O)C1(CC2CC(c3ccccc3)=NO2)CCN(C(=O)c2ccccc2)CC1 (stereo not given)
?	·	O=C1c2ccccc2-c2nc3ccccc3cc21
?	·	CC(C)CCN1CCN(Cc2ccc(C#CCCO)cc2)CC1CCO (stereo not given)
?	·	C=CCc1ccccc1OCCn1ccnc1
i	·	Cc1ccc(NC(=O)C(=O)NCc2ccc(/C=C(/C#N)C(=O)NCc3cccnc3)o2)cc1
13%	1	O=C(CN1CCCc2ccccc21)N1CCc2ccccc21
22%	-29	CC(Oc1ccccc1Cl)C(=O)/C=C/N(C)C (stereo not given)
19%	1	CN(C)S(=O)(=O)c1ccc(C(=O)Nc2ccnn2C2CCCCC2)cc1
5%	4	COc1ccc(S(=O)(=O)N2CCCN(Cc3cccc(F)c3)CC2)cc1
?	·	CN(C(=O)c1ccc2c(c1)S(=O)(=O)N=C1CCCCCN12)c1ccccc1
?	·	COc1cc(/C=C/C(=O)c2ccc3c(c2)OCCO3)cc(OC)c1OC
?	·	CCC1CCCCN1CCCNC(=O)c1cc2c(=O)oc3ccc(C)cc3c2s1 (stereo not given)
?	·	O=S(=O)(c1ccc(F)cc1)n1ccc(-c2cnc(-c3ccccc3)s2)n1
8%	0	CCCC(=O)NC(c1ccco1)c1cc([N+](=O)[O-])c2cccnc2c1O (stereo not given)
?	·	CCN(CC(=O)Nc1ccccc1OC)C(=O)c1ccc(NC(=O)c2cccs2)cc1
16%	20	O=C1CCCC(O)=C1N=Nc1ccc2ncsc2c1
?	·	CO/N=C/C(=N\Nc1ccc(OC)cc1)C(=O)c1ccc(OC)cc1
20%	·	Cc1noc(C(=O)Nc2ccccc2C(F)(F)F)c1Cl
